L3MBTL1 block: inhibitors of human L3MBTL1. Q9Y468. AlphaScreen L3MBTL1–H3K9me1 peptide binding. Potency, µM (titrated, usually from 57.1 µM), for inactives: at the top dose activity, negative = inhibition, actives largely listed as inhibitors. actives 0.66% (n = 230,000). AID 485360; further: nearly all actives have a fitted effect of over 60% in size
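AlphaScreen proximity signal between nickel-chelate acceptor and streptavidin donor beads (final 10 ug/mL) reports binding of 50 nM L3MBTL1 to 75 nM biotin-H3 K9me1 peptide; complex incubated with compounds 30 min at room temperature; cefsulodin titration as control.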
RECQ1 inh: blocks DNA unwinding by human RECQ1 | P46063 | RECQ1 DNA unwinding, red fluorescence kinetic read | Potency, µM (titrated, usually from 57.3 µM), inactives show top-dose activity, negative = inhibition, usual class: inhibitors | actives 0.54% (n = 240,000);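 further: plate controls were vehicle for no effect and no enzyme for full effect; nearly all actives have a fitted effect of over 30% in size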
Target sequence (P46063 whole entry, looked up): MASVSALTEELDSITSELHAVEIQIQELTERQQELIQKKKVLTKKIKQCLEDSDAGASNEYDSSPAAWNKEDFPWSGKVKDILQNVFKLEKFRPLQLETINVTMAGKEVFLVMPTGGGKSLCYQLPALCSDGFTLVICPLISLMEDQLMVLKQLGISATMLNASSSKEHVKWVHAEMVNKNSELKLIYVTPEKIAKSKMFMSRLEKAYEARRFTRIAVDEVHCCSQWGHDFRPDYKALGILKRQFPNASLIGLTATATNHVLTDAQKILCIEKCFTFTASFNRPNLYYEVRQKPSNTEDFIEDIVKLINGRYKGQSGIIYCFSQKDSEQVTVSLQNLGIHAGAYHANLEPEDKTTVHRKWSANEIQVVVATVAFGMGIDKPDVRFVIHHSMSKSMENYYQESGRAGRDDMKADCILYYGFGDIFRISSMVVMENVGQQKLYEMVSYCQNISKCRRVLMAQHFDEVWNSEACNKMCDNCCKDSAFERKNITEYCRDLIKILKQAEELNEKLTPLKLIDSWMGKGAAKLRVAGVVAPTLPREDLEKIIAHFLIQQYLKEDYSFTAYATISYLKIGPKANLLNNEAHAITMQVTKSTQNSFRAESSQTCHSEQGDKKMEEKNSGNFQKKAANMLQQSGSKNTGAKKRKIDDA
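RECQ1T1 50 nM; forked duplex (20 bp + 30-nt ss tails) 200 nM, ATP 2 mM final; pH 8.0, 2 mM MgCl2, 2.5 ug/ml poly(dI-dC); 15 min compound preincubation; discontinuous kinetic read over 2 h at RT.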
TR SRC2 fluor cs: alters Texas Red total fluorescence, flagging assay interference. actives 0.29% (n = 280,000). TRb/SRC2 Texas Red total fluorescence interference. Potency, µM (doses to about 106 µM), without a hit: top-dose fluorescence change, negative = quenching; active means well fitted curve in either direction with a large enough effect; inconclusive means small, poorly fitted or top-dose-only effect
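Flags fluorescent or light-absorbing compounds by total fluorescence, S + 2P, at 555 nm excitation and 632 nm emission. Mixture: 20 nM Texas Red SRC2 peptide, 0.6 uM human TRb LBD, 1 uM T3, 5% DMSO; compound exposure 5 h at ambient temperature.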
GAA inh: alpha-glucosidase (human) inhibition. P10253. purified human GAA, 4-MU-alpha-glucoside fluorescence. Potency, µM (doses to about 76.9 µM), for the others: at the top dose activity change, negative = inhibition, most hits filed as inhibitors. actives 0.005% (n = 200,000). AID 1466;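 further: plate controls were uninhibited enzyme wells for no effect and no-enzyme background for full effect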
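Compounds are titrated up to 77 uM against 4 nM human enzyme. Substrate 4-methylumbelliferyl-alpha-D-pyranoside (400 uM) reacts 20 min at room temperature in pH 5.0 buffer; liberated 4-methylumbelliferone is read at 440 nm.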
GAA spleen mod: lysosomal alpha-glucosidase (human) modulation; human spleen homogenate, 4-MU-alpha-glucoside fluorescence; Potency, µM (highest dose often 79.9 µM), for inactives: at the highest dose activity change, negative = inhibition, most hits filed as inhibitors; actives 0.006% (n = 240,000); AID 2112;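 further: 0% = enzyme with vehicle and -100% = no enzyme basal signal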
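Human spleen homogenate (1 ug) with 4-methylumbelliferyl-alpha-D-glucopyranoside (1 mM final) in 50 mM citrate/phosphate pH 5.0, 0.01% Tween-20; 40 min at 37 C. Stopped at pH 10; 4-MU fluorescence Ex 365/Em 440 nm; AC50 by Hill fit.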
GAA glycogen: inhibitors or activators of human alpha-glucosidase glycogen cleavage. Potency, µM (series often up to 76.4 µM), without a hit: top-dose activity change, negative = inhibition, actives largely listed as inhibitors. recombinant GAA, glycogen substrate, Amplex Red glucose oxidase fluorescence. P10253. actives 0.38% (n = 300,000);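 further: 0% = full enzyme reaction and -100% = no-enzyme basal signal; the screen sought inhibitors and activators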
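Recombinant human alpha-glucosidase (4 nM final) hydrolysed bovine liver glycogen (30 ug) for 40 min at 37 C in pH 5.0 citrate/phosphate with 0.01% Tween-20. Released glucose detected by glucose oxidase/Amplex Red, Ex 573/Em 610 nm. Compounds up to 77 uM; AC50 from Hill fits.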
GoLoco inh red: blocks human Gai1 binding to RGS12 GoLoco peptide, red readout. P63096. Gai1:RGS12 GoLoco peptide FP, rhodamine, 10 min. Potency, µM (top dose mostly 61.6 µM), inactives show at the highest dose activity, negative = inhibition, hits mostly inhibitors. actives 0.44% (n = 230,000); active means well fitted inhibition curve with a large enough effect, not every such curve was filed as active; inactive means no such curve, though single readings can be large or run the other way; further: nearly all actives have a fitted effect of over 30% in size; many of its hits are not listed in these tables
Target sequence (P63096 whole entry, looked up): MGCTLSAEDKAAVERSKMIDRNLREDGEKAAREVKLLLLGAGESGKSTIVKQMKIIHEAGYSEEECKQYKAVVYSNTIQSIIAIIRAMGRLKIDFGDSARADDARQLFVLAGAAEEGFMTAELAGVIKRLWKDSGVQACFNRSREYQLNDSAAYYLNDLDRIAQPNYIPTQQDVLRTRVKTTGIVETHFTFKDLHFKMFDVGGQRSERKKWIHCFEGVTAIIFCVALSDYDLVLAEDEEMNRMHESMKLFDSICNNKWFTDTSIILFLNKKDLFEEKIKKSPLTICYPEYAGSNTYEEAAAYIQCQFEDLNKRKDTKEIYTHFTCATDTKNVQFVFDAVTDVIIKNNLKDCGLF
TRb-SRC2 inh: TRbeta-SRC2 interaction inhibition; TRbeta-SRC2 peptide binding, fluorescence polarization; receptor liganded with 1 µM T3; Potency, µM (highest dose often 106 µM), without a hit: top-dose activity change, negative = inhibition, most hits filed as inhibitors; actives 0.065% (n = 280,000);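 further: plate controls were bound peptide for no effect and peptide without receptor for full effect; nearly all actives have a fitted effect of over 50% in size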
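TRb LBD 0.6 uM + Texas Red SRC2 peptide 20 nM, 1 uM T3, Tris buffer w/ 5% DMSO; compound pinned, 5 h RT; FP read ex 555/em 632; normalized to unbound and bound controls.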
Active calls of the source: *; i = inactive; u = inconclusive; x = not tested or not shown; [ ] = another dose, or the depositor's remark. Unless noted, the call rests on the fitted dose curve; in most records, active means well fitted curve in the direction sought with a large enough effect; inconclusive means small, poorly fitted or top-dose-only effect, or another doubt; inactive means no such curve, though single readings can be large; an effect the other way counts as inactive or inconclusive. Unless noted, on the % scale 0 is the no-effect control and ±100 the full control effect; potency means the concentration at half of the fitted maximal effect.

Molecule	GAA glycogen	GAA spleen mod	RECQ1 inh	GoLoco inh red	L3MBTL1 block	TR SRC2 fluor cs	TRb-SRC2 inh	GAA inh
COc1cc(-c2nnc(SCC(=O)c3ccccc3)o2)cc(OC)c1OC	-14.1%	3.4%	3.5%	10.9%	-5.9%	1.6%	-4.2%	-5.1%
CC(c1ccccc1C(O)c1ccccc1)N(C)C (stereo not drawn)	2.8%	-5.4%	i	-0.9%	3.1%	2.6%	-6.2%	-5.2%
CCc1ccc(S(=O)(=O)NCc2ccc(N3CCN(C)CC3)cc2)cc1	6.9%	-13.1%	3.4%	7.0%	0.5%	-1.2%	4.6%	9.8%
COCCN1Cc2cccc(C(=O)NC3CCCCCC3)c2C1=O	6.1%	-2.0%	2.9%	4.6%	2.6%	0.7%	-2.7%	-4.2%
Cc1sc(NC(=O)c2ccco2)c(C(Nc2ccccn2)c2ccccc2)c1C (stereo not drawn)	u	3.6%	-14.3%	-1.2%	-1.0%	-2.5%	-9.8%	-6.8%
Cn1cnnc1Sc1ccc(C(=O)OCC(=O)Nc2cc(Cl)cc(Cl)c2)cc1[N+](=O)[O-]	3.8%	-15.2%	-16.2%	11.6%	-16.1%	-3.9%	-6.7%	-3.6%
CCn1c(Cc2ccccc2)nnc1SCC(=O)Nc1cc(C)on1	9.9%	1.0%	-14.2%	9.8%	2.9%	-4.5%	-8.3%	-6.8%
COC(=O)[C@@]1(Cc2ccc(OC)cc2)[C@H]2c3cc(C(=O)N(C)C)n(CCF)c3C[C@H]2CN1C(=O)c1ccccc1	x	7.8%	-4.1%	-4.4%	x	0.3%	-1.6%	x
Cc1cc(NS(=O)(=O)c2ccc(NC(=O)CCc3ccccc3)cc2)no1	15.3%	15.8%	12.9%	-22.9%	-8.0%	0.2%	-2.1%	-8.1%
COc1cc2nc(=S)n(CCCN3CCOCC3)c(N)c2cc1OC	-19.6%	5.7%	7.4%	1.7%	-22.9%	-4.4%	-6.0%	2.7%
Cc1ccc(Oc2ncnc(N)c2[N+](=O)[O-])cc1	-1.7%	x	-13.1%	12.0%	-6.5%	-2.4%	-2.2%	-0.9%
COc1ccc(N2C(=O)NC3CC2(C)Oc2ccc(Cl)cc23)cc1OC (stereo not drawn)	5.8%	4.9%	-2.4%	5.5%	3.2%	0.8%	0.7%	-4.3%
CC(=O)OC[C@H]1O[C@@H](O/N=C(\C)CCC(=O)OC[C@@H]2O[C@H](C#Cc3ccccc3)C=C[C@@H]2Oc2ccc(C)cc2)[C@H](OC(C)=O)[C@@H](OC(C)=O)[C@H]1OC(C)=O	x	-4.3%[17.4 µM]	-7.9%[11.5 µM]	x	x	0.0%[11.2 µM]	0.1%[11.2 µM]	x
CCOc1ccc(NC(=O)CCC(=O)OC)cc1	-11.1%	-0.7%	-3.0%	2.6%	2.2%	-0.7%	-4.0%	-4.7%
CC1=CN2C(=NC(=O)CC2(C)C(=O)N(CC(=O)NC2CCCC2)c2cc(C)cc(C)c2)C=C1 (stereo not drawn)	-5.5%	18.3%	i	13.8%	3.4%	-0.4%	-1.5%	u
CC1=C(C(=O)OC2CCCCCCC2)C(c2cccc(O)c2)NC(=O)N1 (stereo not drawn)	-4.7%	1.2%	-1.8%	5.8%	-1.8%	0.3%	-12.6%	-6.0%
O=C(Cn1[nH]c(=O)c2ccccc2c1=O)NCc1cccnc1	1.4%	-0.6%	i	4.9%	6.1%	1.4%	3.0%	1.2%
CC(C)N=C(Nc1ccc(Cl)cc1)c1cccnc1	6.5%	-5.5%	-13.3%	-2.9%	-4.8%	-5.6%	-3.7%	0.1%
CCCC(=O)NCCc1c2n(c3ccc(OC)cc13)CCCc1ccccc1-2	x	6.3%	-12.9%	6.8%	x	-4.6%	2.2%	x
CC(=O)N(Cc1c(C)nn(-c2ccccc2)c1Cl)c1ccc(Cl)cc1	6.3%	-26.9%	i	0.4%	4.9%	-0.8%	-5.1%	10.8%
COCCNc1c2c(nc3c(-c4ccccc4)c(C)nn13)CCCC2	-5.2%	-0.8%	-2.2%	4.6%	25.8%	0.6%	6.4%	0.3%
CCOC(=O)C1CCN(c2c(-c3ccccc3)c3cc(Cl)ccc3[nH]c2=O)CC1	13.7%	-10.6%	1.4%	5.2%	2.5%	0.7%	13.9%	5.1%
Brc1ccc2c(c1)OCCOCCOCCOCCOCCO2	-2.4%	-9.1%	-4.2%	-2.8%	-2.7%	1.8%	5.9%	-6.9%
Fc1ccc(Nc2nc(N/N=C/c3ccco3)nc(N3CCCCC3)n2)cc1	-17.0%	-0.2%	i	12.6%	-28.6%	-0.5%	-1.5%	-12.7%
CCc1nc(NCCN2CCOCC2)c(C#N)c2c1CCCC2	-5.3%	2.2%	i	5.4%	5.4%	-1.8%	1.3%	-3.1%
N#Cc1c(NC(=O)c2ccccc2)sc2c1CCCCC2	-0.4%	-8.1%	-3.8%	12.3%	5.6%	u	3.7%	-5.5%
CCOc1ccc(NC(=O)CSc2nc3cccnc3n2CC)cc1	3.2%	-5.1%	-15.4%	0.7%	6.0%	1.4%	-2.1%	-4.4%
CC/C(C)=N\N=C\c1c(O)n(CC)c2cc(C3=NNC(=O)CC3)ccc12	u	3.8%	9.3%	33.2%[activator]	1.9%	-1.9%	-6.3%	-3.3%
CCN(CC)S(=O)(=O)c1ccc(N=N/C(C(C)=O)=C(/C)O)cc1	9.7%	-7.1%	i	0.3%	x	-0.9%	-4.1%	-3.7%
COCCn1c(-c2ccc(OC)cc2)cnc1SCC(=O)Nc1ccc(OC)cc1OC	-2.1%	-2.4%	-14.1%	4.5%	-14.3%	-1.5%	-1.6%	1.6%
O=C1C=C(O)C(n2cncn2)C(c2ccc3c(c2)OCO3)C1 (stereo not drawn)	1.9%	x	u	4.7%	2.6%	-1.3%	-2.4%	8.2%
COC(=O)[C@H](CCSC)NC(=O)N1CCC(C)CC1	6.2%	0.5%	i	11.8%	x	1.1%	-3.9%	6.3%
CCCC(O)(c1ccc(OC)cc1)C(CN(C)C)c1ccccc1 (stereo not drawn)	7.6%	-9.3%	-5.3%	8.7%	x	1.0%	-4.9%	-2.8%
COC(=O)c1nn(-c2ccc(F)cc2)ccc1=O	1.1%	-4.4%	-6.6%	-3.4%	52.1%[activator]	-5.2%	-3.6%	-7.3%[15.4 µM]
CCOC(=O)CN(C)C(=O)C1CC(CO[Si](C)(C)C(C)(C)C)=CN1C(=O)OC(C)(C)C (stereo not drawn)	x	10.0%	-5.4%	x	x	-1.6%	1.3%	x
CCOC(=O)c1cn(CC)c2cc(F)c(F)cc2c1=O	2.4%	-8.6%	0.8%	0.1%	3.2%	-0.3%	3.7%	x
CN(CC(=O)OCC(N)=O)S(=O)(=O)c1ccc(Cl)cc1	7.0%	2.1%	i	2.2%	8.7%	-3.6%	0.1%	8.7%
O=C(/C=C/c1ccccc1Cl)N1CCCN(C(=O)/C=C/c2ccccc2Cl)CC1	-7.1%	-6.7%	-15.9%	21.3%	u	-2.0%	-13.7%	-2.6%
COc1ccc(Cl)cc1-n1c(C)cc(C=O)c1C	9.5%	-1.9%	-2.0%	11.8%	x	-1.0%	-4.7%	3.2%
Cn1nnnc1SCC(=O)NCC(=O)c1ccccc1	8.2%	-2.7%	i	-5.4%	2.7%	-1.9%	0.7%	-2.9%
C=CCOc1cccc(C2c3c(oc4ccccc4c3=O)C(=O)N2c2ccccn2)c1 (stereo not drawn)	-15.2%	8.3%	-8.3%	3.9%	x	-2.9%	-10.0%	5.9%
O=C(COc1ccccc1)N1CCN(S(=O)(=O)c2ccc(Cl)cc2)CC1	-5.1%	0.1%	-10.8%	-1.9%	x	-1.9%	-0.4%	-14.8%
COc1ccc2[nH]c(=O)c(CN(CCO)S(=O)(=O)c3c(C)ccc4nsnc34)cc2c1	1.0%	-9.6%	1.1%	1.0%	x	0.7%	3.5%	-3.6%
CCOC(=O)Cn1nc(C)n(-c2c(C)cccc2C)c1=O	6.0%	x	i	-1.4%	-9.8%	0.4%	3.3%	-1.2%
N#Cc1nc(COc2ccccc2F)oc1NCc1ccc(F)cc1	-6.5%	-8.0%	-10.5%	88.7%[activator]	-17.6%	-1.7%	-2.3%	-6.1%[15.4 µM]
COc1ccc(N2CCN(C(=O)c3ccc4c(=O)n(CC5CCCO5)c(=O)[nH]c4c3)CC2)cc1 (stereo not drawn)	-3.1%	-0.9%	i	-5.3%	-0.7%	-0.5%	-1.1%	-1.7%
Cc1ccc(SC(CC(=O)c2ccc(C(C)(C)C)cc2)C(=O)O)cc1 (stereo not drawn)	3.8%	0.0%	20.0%	-18.1%	-10.9%	-1.0%	-5.3%	10.5%

2 successive records already listed:
Molecule	GAA glycogen	GAA spleen mod	RECQ1 inh	GoLoco inh red	L3MBTL1 block	TR SRC2 fluor cs	TRb-SRC2 inh	GAA inh
C=CCOc1cccc(C2c3c(oc4ccccc4c3=O)C(=O)N2c2ccccn2)c1 (stereo not drawn)	-15.2%	8.3%	-8.3%	3.9%	x	-2.9%	-10.0%	5.9%
O=C(COc1ccccc1)N1CCN(S(=O)(=O)c2ccc(Cl)cc2)CC1	-5.1%	0.1%	-10.8%	-1.9%	x	-1.9%	-0.4%	-14.8%

Shown with two lines to a compound: 2 of the compounds above
Fields – GAA glycogen, GAA spleen mod, RECQ1 inh, GoLoco inh red, L3MBTL1 block, TR SRC2 fluor cs, TRb-SRC2 inh, GAA inh
- COc1ccc(N2CCN(C(=O)c3ccc4c(=O)n(CC5CCCO5)c(=O)[nH]c4c3)CC2)cc1 (stereo not drawn)
→ -3.1%, -0.9%, i, -5.3%, -0.7%, -0.5%, -1.1%, -1.7%
- N#Cc1nc(COc2ccccc2F)oc1NCc1ccc(F)cc1
→ -6.5%, -8.0%, -10.5%, 88.7%[activator], -17.6%, -1.7%, -2.3%, -6.1%[15.4 µM]

Bioassay records as filed in PubChem BioAssay.

Only part of the results is shown; count on the stated rates, not on these rows.
